RAD54 branch: blocks human RAD54 Holliday junction branch migration | FAM/BHQ fluorescence | inhibition, % at 10.4 µM | 0.14% of 360,000 active | AID 602329;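 active = mean normalized replicate activity at least 40 and at least half of replicates scoring 40 or more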;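 also: 0% = median of neutral control wells and 100% = median of positive control wells; inhibitors cause a drop in the FAM fluorescence signal; in these data hits start at about 50%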
Target sequence (Q92698 whole entry, looked up): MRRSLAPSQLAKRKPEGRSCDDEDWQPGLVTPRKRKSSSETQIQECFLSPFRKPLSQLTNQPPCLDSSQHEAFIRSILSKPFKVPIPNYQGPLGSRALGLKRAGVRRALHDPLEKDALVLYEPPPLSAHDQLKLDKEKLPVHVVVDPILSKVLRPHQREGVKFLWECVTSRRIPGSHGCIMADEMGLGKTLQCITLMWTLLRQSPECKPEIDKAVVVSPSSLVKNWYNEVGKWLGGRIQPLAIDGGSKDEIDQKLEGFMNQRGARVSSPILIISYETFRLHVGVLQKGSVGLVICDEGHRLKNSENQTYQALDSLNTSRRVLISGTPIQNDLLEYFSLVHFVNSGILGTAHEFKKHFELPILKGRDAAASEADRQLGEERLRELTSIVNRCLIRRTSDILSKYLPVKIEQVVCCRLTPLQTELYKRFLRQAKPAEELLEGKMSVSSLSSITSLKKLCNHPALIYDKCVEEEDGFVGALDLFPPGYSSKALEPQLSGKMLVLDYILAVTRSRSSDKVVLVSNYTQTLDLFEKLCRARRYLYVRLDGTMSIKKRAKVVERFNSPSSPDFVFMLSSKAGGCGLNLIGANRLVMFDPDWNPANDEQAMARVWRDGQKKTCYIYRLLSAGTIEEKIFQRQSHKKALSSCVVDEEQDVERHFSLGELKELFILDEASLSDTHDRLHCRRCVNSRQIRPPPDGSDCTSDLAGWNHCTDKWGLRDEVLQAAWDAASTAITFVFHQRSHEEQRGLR
CASP6 VEID inh: blocks human caspase-6 cleavage activity | P55212 | purified caspase-6, Z-VEID-R110 cleavage fluorescence | inhibition, % at 12.5 µM | 0.53% of 350,000 active | AID 686996;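 active = mean inhibition across replicates at least about 35%, with every replicate also reaching that limit, limit read from the data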;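 also: 0% = median of neutral control wells and 100% = no fluorescence left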
Target sequence (P55212 24-179 limits assumed): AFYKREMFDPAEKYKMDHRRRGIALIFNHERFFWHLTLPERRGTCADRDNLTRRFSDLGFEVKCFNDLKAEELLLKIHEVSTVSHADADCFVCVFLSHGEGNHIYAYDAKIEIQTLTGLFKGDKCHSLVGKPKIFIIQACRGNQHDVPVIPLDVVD
Target sequence (P55212 194-293 limits assumed): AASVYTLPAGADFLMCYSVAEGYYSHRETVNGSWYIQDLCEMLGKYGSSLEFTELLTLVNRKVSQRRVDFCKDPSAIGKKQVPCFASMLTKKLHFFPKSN
E-sel inducer: E-selectin induction on HUVECs. AID 686992. activation, % at 7.58 µM. HUVEC E-selectin immunofluorescence imaging; normalized: neutral wells 0, TNF-alpha wells 100. 0.37% of 260,000 active;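 active = mean E-selectin-positive cell signal at least 10% of the positive control, reached in at least 60% of replicates, without over 20% cell loss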;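 also: in these data hits start at about 27%; measured in HUVEC primary endothelial cells; signal is the percent of cells scored E-selectin positive by PE staining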
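System: HUVEC, human umbilical vein endothelial cells; quantity: 3,000 cells/well; buffer or medium: EGM-2 medium, gelatin-coated wells; dosing: single-point compound dose; detection: immunofluorescence imaging; evaluation: % PE-positive cells; benchmarks: TNF-alpha, DMSO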
PglD inh: blocks C. jejuni PglD acetyltransferase activity | inhibition, % at 12.5 µM | purified PglD enzyme, DTNB colorimetric CoA detection | 0.098% of 360,000 active; in the data active = inhibition above about 16%, passing the limit was not always enough; also: strong numbers were not always called active
ERp5 block: blocks human ERp5 reductase activity on insulin; inhibition, % at 9.99 µM; 0.05% of 350,000 active; Q15084; ERp5 insulin aggregation, absorbance 650 nm, 90 min;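 active = mean replicate inhibition above about 25%, with every replicate also reaching it, limit read from the data, passing the limit was not always enough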
ARNT TACC3 PPI: disruptors of human ARNT/TACC3 interaction; inhibition, % at 9.99 µM; 0.66% of 390,000 active; AlphaScreen His-ARNT PAS-B/GST-TACC3 binding, luminescence; TACC3 fragment carries E629A point mutation; Q9Y6A5;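 active = mean inhibition of replicates at least 50% and at least half of replicates each reaching 50%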;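 also: 0% = complete ARNT plus TACC3 wells and 100% = ARNT alone without TACC3; many hits fall short of the cut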
RAD52 inh: RAD52 (human) annealing inhibition; recombinant RAD52 DNA annealing, FRET fluorescence; 0.46% of 360,000 active; inhibition, % at 18.7 µM; P43351; AID 651710;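 active = every replicate showing at least 50% inhibition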
esBAF inh: SWI/SNF esBAF complex inhibition; mouse ES cells, Bmi1-luciferase knock-in reporter, 24 h; 100% = twice the neutral-well signal; reporter increase, % at 12.5 µM; 2% of 350,000 active; AID 602393; in the data active = activation above about 40%;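 also: 0% = median of the plate's neutral control wells and 100% = double that signal; a rise in the Bmi1 reporter signal indicates esBAF inhibition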
Numbers without * were called inactive; / = no result given. The order is random. Share with any hit: about 3.2%.

1) COc1ccccc1C#Cc1ccc([C@@H]2[C@@H](C#N)N(C(=O)C3CC3)[C@@H]2CO)cc1
2) O=C(COC(=O)c1ccc(Cl)nc1)NNC(=O)c1ccc(Cl)cc1
3) CCc1cc(C(=O)OC)c(NC(=O)c2cc(Br)cs2)s1
4) Cc1cc2c(C)cc(=O)[nH]c2cc1NC(=O)CCl
5) CN(Cc1cccc(Cl)c1Cl)C(=O)c1cc(S(=O)(=O)N2CCOCC2)ccc1F
6) CC(C)[C@H](NC(=O)c1ccccc1)C(=O)N1CCc2ccccc21
assay / compound	1	2	3	4	5	6
RAD54 branch	-0.4	5.2	0.3	/	-9.5	-5.4
CASP6 VEID inh	1.7	-1.2	0.8	0.5	0.5	2.0
E-sel inducer	-0.1	/	/	-1.6	-2.9	/
PglD inh	-0.8	-4.6	1.2	/	2.5	-3.3
ERp5 block	-1.2	-2.1	-0.5	4.4	-2.9	-1.5
ARNT TACC3 PPI	-8.8	-2.6	4.4	-2.2	1.6	/
RAD52 inh	1.0	-18.1	-28.4	-37.0	7.1	-2.9
esBAF inh	2.6	-2.2	-7.2	-16.0	-1.7	8.0

7) Cc1nc(-c2cccs2)ccc1C(=O)O
8) O=C(O)c1ccccc1Nc1ccnc(C(F)(F)F)c1
9) COc1ccc(CN(C)C[C@H]2OCCCC[C@H](C)Oc3ccc(NC(=O)NC4CCCCC4)cc3C(=O)N([C@@H](C)CO)C[C@@H]2C)cc1
10) CCCCCCCCCCOC(=O)Cn1c(COc2ccc(Cl)cc2)[n+](C)c2ccccc21
11) CC(O)C(NC=C1C(=O)OC(C)(C)OC1=O)C(=O)O (stereo unspecified)
12) COCc1cc(C)nc(Nc2ccccc2C)c1C#N
assay / compound	7	8	9	10	11	12
RAD54 branch	/	3.0	-0.3	56.9*	/	/
CASP6 VEID inh	7.0	-0.7	1.7	-85.5	-2.3	0.7
E-sel inducer	0.3	-0.1	0.0	1.2	/	/
PglD inh	/	5.9	0.4	-0.7	/	/
ERp5 block	-5.1	0.5	-2.2	7.8	-0.2	3.7
ARNT TACC3 PPI	2.1	-2.8	-1.2	18.3	1.5	0.5
RAD52 inh	-16.5	-4.6	8.7	76.5*	-8.3	14.2
esBAF inh	-5.8	4.1	2.7	-86.3	-1.8	/

An excerpt from above in order of heavy-atom count, low to high.
7) Cc1nc(-c2cccs2)ccc1C(=O)O
4) Cc1cc2c(C)cc(=O)[nH]c2cc1NC(=O)CCl
11) CC(O)C(NC=C1C(=O)OC(C)(C)OC1=O)C(=O)O (stereo unspecified)
8) O=C(O)c1ccccc1Nc1ccnc(C(F)(F)F)c1
6) CC(C)[C@H](NC(=O)c1ccccc1)C(=O)N1CCc2ccccc21
5) CN(Cc1cccc(Cl)c1Cl)C(=O)c1cc(S(=O)(=O)N2CCOCC2)ccc1F
10) CCCCCCCCCCOC(=O)Cn1c(COc2ccc(Cl)cc2)[n+](C)c2ccccc21
9) COc1ccc(CN(C)C[C@H]2OCCCC[C@H](C)Oc3ccc(NC(=O)NC4CCCCC4)cc3C(=O)N([C@@H](C)CO)C[C@@H]2C)cc1
assay / compound	7	4	11	8	6	5	10	9
RAD54 branch	/	/	/	3.0	-5.4	-9.5	56.9*	-0.3
CASP6 VEID inh	7.0	0.5	-2.3	-0.7	2.0	0.5	-85.5	1.7
E-sel inducer	0.3	-1.6	/	-0.1	/	-2.9	1.2	0.0
PglD inh	/	/	/	5.9	-3.3	2.5	-0.7	0.4
ERp5 block	-5.1	4.4	-0.2	0.5	-1.5	-2.9	7.8	-2.2
ARNT TACC3 PPI	2.1	-2.2	1.5	-2.8	/	1.6	18.3	-1.2
RAD52 inh	-16.5	-37.0	-8.3	-4.6	-2.9	7.1	76.5*	8.7
esBAF inh	-5.8	-16.0	-1.8	4.1	8.0	-1.7	-86.3	2.7

Additional compounds follow.
13) O=C(C[C@@H]1CC[C@H]2[C@@H](COC[C@H](O)CN2CC2CCCCC2)O1)NCc1ccc(Cl)cc1
14) CCOC(=O)C1(NC(=O)C2(NC(=O)CN3C(=O)c4ccccc4C3=O)CCCC2)CCCC1
15) CC1(C(=O)Nc2ccc(F)cc2F)CCN1C(=O)Cc1ccc(Cl)cc1Cl (stereo unspecified)
16) CSc1ccc(C=O)cc1
17) Cn1c(N)c(C(=O)COC(=O)CSc2ccc3ccccc3c2)c(=O)n(C)c1=O
18) CCOC(=O)Cc1nn(Cc2ccccc2)c(=O)c2ccccc12
assay / compound	13	14	15	16	17	18
RAD54 branch	-0.9	7.2	-15.3	-14.6	/	/
CASP6 VEID inh	-1.1	-0.6	0.2	-2.6	1.1	1.9
E-sel inducer	0.0	0.5	-0.3	/	0.5	-0.1
PglD inh	0.4	-0.8	-2.5	0.7	/	/
ERp5 block	4.8	-2.4	0.7	2.7	-3.6	5.6
ARNT TACC3 PPI	-0.4	-10.7	/	/	/	-0.5
RAD52 inh	-7.8	-6.8	-9.0	-9.1	-29.9	2.9
esBAF inh	-5.1	-2.7	-6.2	-3.5	/	/

19) COc1ccc(-n2c(SCC3OCCO3)nc3c(sc(=S)n3-c3ccccc3)c2=O)cc1OC
20) O=C(CCCNS(=O)(=O)c1cccc2nsnc12)NC1CCCCC1
21) Cc1cccc(C(=O)NNC(=O)c2ccc(NS(=O)(=O)c3cccs3)cc2)c1C
22) O=C(C[C@@H]1CC[C@@H]2[C@H](COC[C@H](O)CN2CCc2ccccc2)O1)NCCCN1CCOCC1
23) COc1ccc(CCNC(=O)COC(=O)/C=C/c2ccc3c(c2)OCO3)cc1OC
24) COc1ccc(S(=O)(=O)N2CCCCC2)cc1NC(=O)CCCOc1ccccc1
assay / compound	19	20	21	22	23	24
RAD54 branch	/	-0.4	-17.4	-6.4	-7.5	-4.5
CASP6 VEID inh	0.4	/	-3.2	-4.0	-1.9	-1.2
E-sel inducer	/	/	/	-0.2	/	0.3
PglD inh	/	-2.8	-0.4	0.4	-3.1	0.0
ERp5 block	6.1	/	-0.9	-0.8	-1.6	7.8
ARNT TACC3 PPI	-27.0	-7.3	-2.2	1.2	-2.6	-6.2
RAD52 inh	-10.0	/	-10.0	-6.0	-5.0	-21.1
esBAF inh	/	-1.7	-3.9	4.7	35.1	7.5

25) Cc1ccccc1-c1nc(CSc2nc3c(c(=O)[nH]2)CCC3)c(C)o1
26) Nc1nc2n(n1)C(=O)CC(c1ccccc1)N2 (stereo unspecified)
27) O=c1oc2ccccc2c(NCCO)c1[N+](=O)[O-]
28) CC(C)(Oc1ccc(Cl)cc1)C(=O)NCC(c1cccs1)N1CCOCC1 (stereo unspecified)
29) O=C(CSc1nnc(-c2ccc3c(c2)OCO3)o1)Nc1ncc(Cl)cc1Cl
30) CC(Oc1ccccc1)C(=O)NNC(=O)c1cccs1 (stereo unspecified)
assay / compound	25	26	27	28	29	30
RAD54 branch	0.1	/	-2.3	1.0	/	-4.1
CASP6 VEID inh	-1.0	-0.1	3.1	-42.2	6.4	0.4
E-sel inducer	-0.9	/	-0.4	/	1.9	2.2
PglD inh	-6.4	/	1.1	4.8	/	-5.4
ERp5 block	5.5	5.0	-6.5	4.6	-4.7	3.8
ARNT TACC3 PPI	-16.2	-2.2	-2.7	-0.5	/	-12.8
RAD52 inh	-14.9	-14.2	-12.9	-13.7	-14.8	-7.4
esBAF inh	-6.0	/	/	4.1	/	-8.4

31) O=C(C[C@@H]1C=C[C@@H](NS(=O)(=O)c2ccc(F)cc2)[C@H](CO)O1)NCCN1CCCCC1
32) CCCS(=O)(=O)N1CCCC(C(=O)NC(C)c2ccc3c(c2)OCCO3)C1 (stereo unspecified)
33) CO[C@H]1CN(C)C(=O)c2ccc(NC(=O)NC(C)C)cc2OC[C@H](C)N(CC2CC2)C[C@@H]1C
34) CC1C(=O)N2CCCc3cc(S(=O)(=O)N4CCN(c5ccc(F)cc5)CC4)cc1c32 (stereo unspecified)
35) CCc1ccccc1NC(=O)C1CCN(C(=O)N2CCOc3ccccc32)CC1
36) COc1ccc(C)cc1NC(=O)C1CCCN(S(=O)(=O)c2cccnc2)C1 (stereo unspecified)
assay / compound	31	32	33	34	35	36
RAD54 branch	5.8	-4.0	5.5	5.8	2.5	1.2
CASP6 VEID inh	-0.2	/	2.5	0.2	-3.0	-2.9
E-sel inducer	-1.5	/	-0.1	/	-0.5	/
PglD inh	0.7	-4.0	2.2	1.0	-11.5	3.2
ERp5 block	3.8	/	-0.8	3.0	-6.5	-16.6
ARNT TACC3 PPI	/	4.6	-11.0	-2.9	1.0	-2.7
RAD52 inh	13.2	/	5.5	-10.1	-1.4	-11.2
esBAF inh	1.5	3.0	4.1	-2.3	-2.1	-5.4

37) CC(C)OCc1ccc(C(=O)N2CCN(S(=O)(=O)c3ccc(Br)s3)CC2)cc1
38) O=S(=O)(NC1CCCCCCC1)c1ccc(F)cc1
39) Cc1ccc(NC(=O)c2sc3ccccc3c2Cl)nc1
40) C[C@@H]1CN([C@H](C)CO)C(=O)c2cc(NC(=O)Nc3cccc4ccccc34)ccc2O[C@@H]1CN(C)C(=O)Nc1ccc(F)cc1
41) COc1ccc(CC(=O)N[C@@H]2c3ccccc3CC[C@@H]2OCc2ccccc2)cc1
42) C[C@@H]1CN([C@@H](C)CO)C(=O)c2cc(NC(=O)Nc3ccccc3)ccc2O[C@H]1CN(C)C(=O)NC1CCCCC1
assay / compound	37	38	39	40	41	42
RAD54 branch	0.8	-7.3	0.8	-0.2	3.1	6.6
CASP6 VEID inh	0.6	0.2	0.7	0.9	-0.7	2.5
E-sel inducer	-2.4	1.6	/	-0.1	0.7	-4.4
PglD inh	2.6	6.8	-1.3	1.2	-6.8	-0.6
ERp5 block	1.3	1.4	0.0	-1.5	-4.2	-3.3
ARNT TACC3 PPI	-7.1	/	-2.0	14.9	-6.0	-21.2
RAD52 inh	-9.6	-3.5	-12.3	-2.0	-12.1	-6.7
esBAF inh	-3.3	/	-49.9	-6.7	0.4	4.4

43) O=C(C1CCC1)N1CC(=O)N2[C@H](C1)[C@H](c1ccc(Br)cc1)[C@@H]2CO
44) CC(CNC(=O)CCn1c(=O)c2cccn2c2ccc(F)cc21)c1ccccc1 (stereo unspecified)
45) COCCNC(=O)CCCn1c(=O)c2cc(OC)c(OC)cc2n(CC(=O)Nc2ccccc2OC)c1=O
46) CN(c1ccccc1)S(=O)(=O)c1ccc(C(=O)OCC(=O)N2CCOCC2)cc1
47) COc1ccc(CN(C)C[C@@H]2OCCCC[C@H](C)Oc3ccc(NS(=O)(=O)c4ccc(F)cc4)cc3C(=O)N([C@H](C)CO)C[C@H]2C)cc1
48) COc1ccc(NC(C)=O)cc1S(=O)(=O)Nc1ccc(OCc2ccccc2)cc1
assay / compound	43	44	45	46	47	48
RAD54 branch	/	-7.5	/	1.0	-3.0	-9.2
CASP6 VEID inh	2.3	0.0	-1.7	/	-0.8	6.3
E-sel inducer	0.1	/	3.2	/	/	-0.1
PglD inh	/	0.9	/	4.1	1.5	-4.8
ERp5 block	11.3	-4.7	-8.3	/	-0.1	-0.5
ARNT TACC3 PPI	/	0.1	/	-3.7	-1.2	-1.9
RAD52 inh	9.2	-12.7	-12.0	/	44.6	-18.3
esBAF inh	/	2.4	-3.0	-10.1	-5.7	1.9

49) Cc1sc2ncnc(OCC(=O)NC(C)C(C)C)c2c1C (stereo unspecified)
50) O=C(NCc1ccc2c(c1)OCO2)c1ccc(CS(=O)(=O)c2ccc(Br)cc2)o1
51) Cc1cccc(C(=O)NNC(=O)c2ccc(NC(=O)C(C)(C)C)cc2)c1
52) COCCN1C[C@@H](CO)O[C@@H](n2cnc3c(NC4CCCC4)ncnc32)C1
assay / compound	49	50	51	52
RAD54 branch	/	-2.0	6.0	0.9
CASP6 VEID inh	0.3	4.8	0.1	5.6
E-sel inducer	1.9	0.8	/	/
PglD inh	/	-4.7	6.0	-4.1
ERp5 block	4.2	-2.4	0.5	22.0
ARNT TACC3 PPI	-7.8	-0.7	-6.7	/
RAD52 inh	-14.6	0.6	-8.9	2.5
esBAF inh	/	-5.0	0.6	3.1

Screening results (PubChem)
